Screens as filed in PubChem BioAssay.
PolyA inh: yeast polyadenylation inhibition; actives 0.02% (n = 300,000); calls only at 12 µM; S. cerevisiae SKY197-pL101 polyadenylation reporter, beta-gal luminescence; efflux-impaired pdr1/pdr3 knockout yeast; score 100 = 6 SD above DMSO; AID 1875;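 active means lowest replicate activity score at least 50, where 100 means six control SD above control mean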;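 further: yeast exposed to compound for 9 h at 30 °C; higher score means more reporter readthrough which indicates perturbed polyadenylation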
KCNQ1 pot: potentiates or activates the human KCNQ1 potassium channel. AID 2648. actives 0.35% (n = 310,000). B-score at 10 µM. CHO-K1 KCNQ1, thallium flux FluxOR fluorescence; stronger effect = higher value;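 active means fluorescence ratio B-score, a plate-corrected score, at least three library SD, with initial intensity B-score within 5 SD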
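Assay system: stable KCNQ1 CHO-K1 line; medium: assay buffer, equal DMSO in all wells; timing: 90 min dye loading and 20 min compound exposure, both at room temperature; technique: kinetic FluxOR thallium fluorescence, 10-s 1-Hz baseline, 110-s post-stimulus read; read-out basis: B score of baseline-normalized fluorescence ratio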
KCNK3 block: human KCNK3 channel inhibition, primary screen; O14649; CHO-KCNK3 thallium flux, FluxOR fluorescence; stronger effect = lower value; B-score at 10 µM; actives 0.84% (n = 340,000); AID 602410;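 active means B-score under library mean minus 4 SD, starting fluorescence ratio at most library mean plus 5 SD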;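 further: more negative B-score means stronger inhibition of thallium flux through KCNK3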
Target sequence (O14649 whole entry, looked up): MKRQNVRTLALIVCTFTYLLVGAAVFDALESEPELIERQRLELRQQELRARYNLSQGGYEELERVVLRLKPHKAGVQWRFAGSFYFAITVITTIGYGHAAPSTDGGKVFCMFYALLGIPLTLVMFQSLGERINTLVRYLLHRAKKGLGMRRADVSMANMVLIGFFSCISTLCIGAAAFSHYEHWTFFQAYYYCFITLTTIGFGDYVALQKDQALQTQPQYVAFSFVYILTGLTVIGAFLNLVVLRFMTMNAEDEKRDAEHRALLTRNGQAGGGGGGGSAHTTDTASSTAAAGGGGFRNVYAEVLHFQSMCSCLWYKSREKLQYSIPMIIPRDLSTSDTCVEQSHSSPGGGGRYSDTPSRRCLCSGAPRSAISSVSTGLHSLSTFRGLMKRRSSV
Dyrk1A ADPGlo: inhibitors of rat Dyrk1A kinase | Q63470 | ADP-Glo luminescence, NFATc1 peptide | inhibition, % at 12.5 µM | actives 0.43% (n = 310,000) | AID 504441; in the data active means inhibition above about 50%;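 further: plate controls were vehicle with enzyme for no effect and no enzyme for full effect; many of its hits are not listed in these tables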
RGS4 act: RGS4 potentiation or activation; HEK293 M3R/inducible RGS4, carbachol calcium flux Fluo4; stronger effect = lower value; B-score at 10 µM; actives 0.92% (n = 310,000); AID 463111;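 active means B-score of the integrated calcium signal more than 4 SD below the library mean, with starting fluorescence not abnormally high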;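 further: negative B-score means reduced calcium response which marks RGS4 activation or potentiation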
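Assay system: Inducible-RGS4 HEK293 cells carrying M3 receptor | Schedule: Compound preincubation 20 min at room temperature before agonist | Signal: Kinetic calcium fluorescence imaging with Fluo4-AM dye, 2 µM | Read-out basis: B score from integrated fluorescence ratio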
GSK3B inh: human GSK3beta kinase inhibition; P49841; GST-GSK3beta kinase, ADP-Glo luminescence, 60 min; stronger effect = lower value; activity score (negative = inhibition), % at 10 µM; actives 0.038% (n = 300,000); AID 2097;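 active means more than half of replicate wells score below -50%, meaning over 50% inhibition versus plate controls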;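 further: 0% = median DMSO wells and -100% = median GW8510 positive control wells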
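Assay system: GST-fused GSK3beta enzyme, cell-free / Medium: Tris pH 7.5 buffer with MgCl2, DTT, BSA, heparin / Also added: peptide substrate plus 25 µM ATP (final) / Compound: 10 µM single point / Timing: kinase reaction with compound 60 min at room temperature / Detection: ADP-Glo luminescence / Benchmarks: DMSO neutral wells and GW8510 at 20 µM as positive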
KCNK9 inh: inhibitors of human KCNK9 two-pore domain potassium channel; actives 1.2% (n = 310,000); B-score at 10 µM; HEK293 KCNK9, FluxOR thallium flux fluorescence; stronger effect = lower value; Q9NPC2;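 active means ratio B-score over 3 SD below the library mean, with starting fluorescence within 5 SD of its mean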;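 further: negative B-score means less thallium flux so channel inhibition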
GSK3 alpha inh: human GSK-3 alpha kinase inhibition. P49840. ADP-Glo luminescence, 60 min. inhibition, % at 10 µM. actives 0.1% (n = 320,000);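 in the data active means inhibition above about 50%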;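 further: GST-tagged GSK-3 alpha with peptide substrate and 25 µM ATP; 0% = DMSO neutral wells and 100% = GW8510 positive control wells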
Target sequence (P49840 whole entry, looked up): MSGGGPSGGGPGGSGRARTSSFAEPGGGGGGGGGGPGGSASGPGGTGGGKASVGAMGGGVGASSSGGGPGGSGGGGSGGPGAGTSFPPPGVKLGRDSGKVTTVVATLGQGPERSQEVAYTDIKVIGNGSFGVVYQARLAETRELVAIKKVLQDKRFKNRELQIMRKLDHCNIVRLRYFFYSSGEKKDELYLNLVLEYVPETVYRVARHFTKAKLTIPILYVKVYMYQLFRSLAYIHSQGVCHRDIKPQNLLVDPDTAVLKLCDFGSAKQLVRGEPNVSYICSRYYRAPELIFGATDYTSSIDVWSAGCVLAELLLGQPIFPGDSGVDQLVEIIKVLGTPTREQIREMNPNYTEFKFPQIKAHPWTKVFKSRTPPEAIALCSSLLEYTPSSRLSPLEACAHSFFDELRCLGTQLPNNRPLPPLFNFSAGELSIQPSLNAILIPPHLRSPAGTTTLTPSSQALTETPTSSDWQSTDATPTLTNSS
hERG protect: shields human hERG channel from block by proarrhythmic agents; Q12809; CHO-hERG, FluxOR thallium flux, dofetilide IC70 present; activation (rescue from dofetilide block), less the hit threshold, % at 10 µM; actives 0.51% (n = 310,000);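 active means activation above the mean of controls blocked by dofetilide plus 5 SD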;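 further: thallium influx through hERG after potassium depolarization seen as dye fluorescence rise; in these data hits start at about 4.7%; inactives centre near -7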
RGS4 inh: inhibitors of human RGS4 | P49798 | HEK293 M3R/RGS4 inducible, Fluo-4 calcium flux; stronger effect = higher value; triggered by carbachol at its EC20 | B-score at 10 µM | actives 0.45% (n = 310,000);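 active means B-score, a plate-corrected calcium signal, over three deviations above library mean, with baseline fluorescence within five deviations of library mean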;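 further: RGS4 expression induced by doxycycline in cells with stable M3 receptor; B-score is computed from the integrated fluorescence ratio over baseline after carbachol; higher B-score means a larger calcium signal and so more RGS4 inhibition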
Target sequence (P49798 whole entry, looked up): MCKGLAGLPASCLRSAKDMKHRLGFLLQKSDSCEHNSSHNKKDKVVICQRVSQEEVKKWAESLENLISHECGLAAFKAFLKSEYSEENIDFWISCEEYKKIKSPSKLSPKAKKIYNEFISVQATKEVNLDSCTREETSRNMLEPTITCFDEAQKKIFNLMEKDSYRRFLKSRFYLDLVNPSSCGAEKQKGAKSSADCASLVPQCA
KCNQ1 block: inhibitors of human KCNQ1 potassium channel; CHO-K1 KCNQ1, FluxOR thallium flux fluorescence; stronger effect = higher value; B-score at 10 µM; actives 1.3% (n = 310,000); P51787;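 active means compounds whose thallium flux B-score, printed positive for inhibition, exceeds three library SD while starting fluorescence stays within three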;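 further: channel opened by potassium depolarization with thallium stimulus after 20 min compound exposure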
Starred values were filed as active, the others as inactive; i = inactive; nt = not tested or not shown. A portion of the library. The share of hits here may be higher or lower than overall.

SMILES	PolyA inh	KCNQ1 pot	KCNK3 block	Dyrk1A ADPGlo	RGS4 act	GSK3B inh	KCNK9 inh	GSK3 alpha inh	hERG protect	RGS4 inh	KCNQ1 block
O=C(Nc1ccc(N2CCN(C(=O)c3ccco3)CC2)c(Cl)c1)c1cc2ccccc2o1	i	i	i	4	-8.7*	5	i	-1	-18	i	6*
O=C(O)CCCN1C(=O)/C(=C\c2ccccc2OCc2ccccc2)SC1=S	i	i	i	-4	i	-1	i	-4	-19	i	i
CCN(CC(=O)Nc1ccc(NC(C)=O)cc1)C(=O)c1ccc2ccccc2c1	i	i	i	4	i	-4	i	1	-17	i	i
CN(C(=O)c1nn(C)c2c1CSc1ccccc1-2)c1ccc(F)cc1	i	i	i	nt	i	0	i	2	-10	i	i
Cc1nc2c(c(N3CCOCC3)n1)OCC(=O)N2	i	i	i	0	i	2	i	2	-1	i	i
Cc1cccc(N=Nc2c(O)[nH]c3ccc(F)cc23)c1	i	i	i	1	i	-1	i	3	-17	i	i
O=C(Nc1ccc2c(c1)OCO2)c1ccccc1SCC(=O)N1CCCC1	i	i	i	-3	i	-5	i	-2	-6	i	i
COC(=O)CN1C(=O)C2(C(C#N)=C(N)Oc3cc(C)oc(=O)c32)c2ccccc21 (stereo not given)	i	i	i	2	i	5	i	0	-7	i	i
O=C(NCc1ccccc1F)C(c1ccccc1)c1ccccc1	i	i	i	7	i	0	i	1	-6	i	i
Cc1ccccc1CSCC(=O)NNC(=S)NCC1CCCO1 (stereo not given)	i	i	i	7	i	3	i	-1	-14	i	i
Clc1nc2c(ccc3ccccc32)[nH]1	i	i	i	nt	i	-3	i	0	-10	i	i
CC(CNC(=O)CCS(=O)(=O)c1cc2c(cc1Cl)NC(=O)CO2)c1ccccc1 (stereo not given)	i	i	i	2	i	0	i	nt	-8	i	i
CCN(CCO)C(=O)c1ccc2oc(Cc3ccc(Cl)cc3)nc2c1	i	i	i	nt	i	-3	i	-1	-7	i	i
O=C(C1CCCO1)N1CCN(S(=O)(=O)c2ccc(Br)cc2)CC1 (stereo not given)	i	i	i	0	i	-1	i	-1	-4	i	i
CC(=O)C1C(c2ccc(F)cc2)c2c(noc2C)CC1(C)O (stereo not given)	i	i	i	-1	i	0	i	-3	-3	i	i
N#CCc1ccc(NC(=O)Cn2c(=O)oc3ccccc32)cc1	i	i	i	-3	i	1	i	1	-6	i	i
COc1ccc(Cl)cc1NC(=O)CN(C(=O)c1ccco1)C1CCCCC1	i	i	i	6	i	4	i	nt	-6	i	i
N#Cc1cc(-c2ccccc2)nnc1Sc1ccccc1	i	i	i	5	i	5	i	-2	-3	i	i
CN(C)/C=C/C(=O)c1cnc(-c2ccc(Cl)cc2)s1	i	i	i	0	i	2	i	-6	-10	i	i
Cc1ccc(-c2nn(CC(=O)NCc3cc(-c4nn(C)c(=O)c5ccccc45)ccc3C)c(=O)c3ccccc23)cc1	i	i	i	7	i	2	i	-1	-4	i	i
CCOC(=O)c1cc(C(=O)OCC)cc(-n2cc(O)c(C(=O)OCC)n2)c1	i	i	i	-4	i	1	i	-1	-8	i	i
COc1ccc(OCC#CCNC(C)(C)C)cc1	i	i	i	-1	i	1	i	-1	-5	i	i
CCOc1ccc(NC(=S)N2CCn3c(nc4ccccc43)C2)cc1	i	i	nt	nt	i	-2	i	0	-8	i	i
CC(C)CNC(=S)NC1CC2CCC(C1)N2Cc1ccccc1 (stereo not given)	i	i	i	nt	i	0	i	-2	0	i	i
COCCOc1cc(NC(=O)c2cccc(OC)c2)c(Cl)cc1Cl	i	i	i	-5	i	3	i	2	-5	i	i
Cn1ncc(Cl)c1C(=O)N1CCOCC1	i	i	i	0	i	2	i	1	-6	i	i
Cc1cccc(NC(=O)CCN2C(=O)c3ccccc3C2=O)n1	i	i	i	0	i	0	i	-4	1	i	i
O=C(NC1(C(F)(F)F)N=C2SCCN2C1=O)c1ccco1 (stereo not given)	i	i	i	3	i	-3	i	-2	-6	i	i
COc1ccc(-c2cn3ccc(C)cc3n2)cc1	i	i	i	7	i	-11	i	9	-5	i	i
COCCCNC(=O)c1ccccc1Oc1ccccc1	i	i	i	1	i	2	i	0	-5	i	i

Reprinted at random: 3 compounds from above.
SMILES	PolyA inh	KCNQ1 pot	KCNK3 block	Dyrk1A ADPGlo	RGS4 act	GSK3B inh	KCNK9 inh	GSK3 alpha inh	hERG protect	RGS4 inh	KCNQ1 block
COc1ccc(Cl)cc1NC(=O)CN(C(=O)c1ccco1)C1CCCCC1	i	i	i	6	i	4	i	nt	-6	i	i
O=C(O)CCCN1C(=O)/C(=C\c2ccccc2OCc2ccccc2)SC1=S	i	i	i	-4	i	-1	i	-4	-19	i	i
Cc1cccc(N=Nc2c(O)[nH]c3ccc(F)cc23)c1	i	i	i	1	i	-1	i	3	-17	i	i

More results.
SMILES	PolyA inh	KCNQ1 pot	KCNK3 block	Dyrk1A ADPGlo	RGS4 act	GSK3B inh	KCNK9 inh	GSK3 alpha inh	hERG protect	RGS4 inh	KCNQ1 block
CCc1ccc(C(=O)C(C)OC(=O)CNS(=O)(=O)c2ccc(C)cc2)cc1 (stereo not given)	i	i	i	6	i	0	i	0	-23	i	i
COc1cc(OC)c(OC)cc1CN1CCN(Cc2ccc(C(F)(F)F)cc2)CC1	i	i	i	-5	i	-4	i	-4	-7	i	i
CN(C)c1ccc(C(C(=O)NCC2CCCO2)N(Cc2ccco2)C(=O)c2snc(C(N)=O)c2N)cc1 (stereo not given)	i	i	i	-1	i	3	i	-1	-23	i	i
Cc1cc(NC(=O)CN2CCN(Cc3ccccc3)CC2)nc2c1c(=O)oc1ccccc12	i	i	nt	nt	i	-2	i	-1	-11	i	i
CCC(=O)Nc1ccc(C(=O)NNC(=O)COc2cccc(C)c2)cc1	i	i	i	-8	i	0	i	-1	-11	i	i
CCc1nnc(NS(=O)(=O)c2ccc(NC(=O)COc3ccc(Cl)c(C)c3)cc2)s1	i	i	i	-4	i	2	i	-4	-8	i	i
CC(c1ccco1)N(C(=O)Nc1ccccc1)C1CCCCC1 (stereo not given)	i	i	i	1	i	-2	i	0	-12	i	i
CC1CN(C(=O)CCn2c(=O)oc3ccccc32)CC(C)O1 (stereo not given)	i	i	-9*	-6	i	1	i	-3	-18	i	i
Cn1c(C(=O)NCc2cccnc2)cc2sccc21	i	i	i	3	i	2	i	7	-9	i	i
FC(F)(F)c1cc(-c2ccco2)nc(NCc2cccs2)n1	i	i	i	1	i	0	i	1	-25	i	i
CCN(CCCNC(=O)C1CCN(S(=O)(=O)N2CCOCC2)CC1)c1cccc(C)c1	i	i	i	8	i	0	i	-2	-7	i	i
CCOc1ccc(CN2CCCC(CNC(=O)c3ccc(F)cc3)C2)cc1CO (stereo not given)	i	i	i	15	i	3	i	0	-7	i	i
CN(C)CCNC(=O)c1cc2c(s1)-c1ccccc1OC2	i	i	i	68*	i	0	i	2	-4	i	i
NS(=O)(=O)c1ccc(NC(=O)CSc2nc3c(c(=O)[nH]2)CCCC3)cc1	i	i	i	2	i	-1	i	-3	-7	i	i
CC(OC(=O)Cn1cnc2c1c(=O)n(C)c(=O)n2C)C(=O)NC(C)c1ccc(Cl)cc1Cl (stereo not given)	i	i	i	-1	i	5	i	0	-16	i	i
CCOc1ccc2nc(NC(=O)CN3CCOCC3)sc2c1	i	i	i	35	i	0	i	3	-6	i	i
COc1cc(-c2ccccc2)nc(N)n1	i	i	i	2	i	nt	i	-4	-13	i	i
CCCCN(CCCNC(=O)C1CCN(S(=O)(=O)N2CCOCC2)CC1)c1ccccc1	i	i	i	6	i	0	i	-2	-12	i	i
COc1ccc2cc(C(=O)/C=C/c3cc(OC)c(OC)c(OC)c3)ccc2c1	i	i	i	1	i	-1	i	0	-2	i	i
Cc1cccnc1NC(=O)C1CCN(S(=O)(=O)c2ccc3ccccc3c2)CC1	i	i	i	-3	i	4	i	-1	-6	i	i
CC(C)C[C@H](N)c1cn([C@@H](CCCCN)C(=O)N2CCNCC2)nn1	i	i	i	4	i	2	i	-2	-6	i	i
COc1ccc(N2CCN(c3cc(C)c4ccc(O)cc4n3)CC2)cc1	i	i	i	0	i	1	i	2	-7	i	i
COCCOC(=O)c1[nH]c2c(c1C)C(=O)CC(c1cccs1)C2 (stereo not given)	i	i	i	5	i	-1	i	nt	-7	i	i
Cn1nc(C(F)(F)F)cc1-c1ccc(/C=C(\C#N)C(=O)c2cccc(C(F)(F)F)c2)s1	i	i	i	nt	i	0	i	-1	-6	i	8*
Cc1ccc(NC(=O)CN(C(=O)N2CCN(C)CC2)S(=O)(=O)c2ccc(C)cc2)cc1	i	i	i	4	i	-6	i	1	-5	i	i
Cc1ccc(OCC(O)CN2CC3(C)CC2CC(C)(C)C3)cc1 (stereo not given)	i	i	i	-5	i	4	i	-2	-10	i	i
CC(C)NC(=O)CC(=O)N/N=C/c1c(F)cccc1Cl	nt	i	i	-3	i	3	i	-1	-6	i	i
CC(C)OCCCN1CC(=O)N2C(c3ccccc3)c3[nH]c4ccccc4c3C[C@H]2C1=O (stereo not given in full)	i	i	i	4	i	9	i	-1	-7	i	i
Cc1oc(-c2cccc(F)c2)nc1CN1CCCCC1CCc1ccccn1 (stereo not given)	nt	i	i	-6	i	-1	i	-3	-15	i	i
O=C(COC(=O)c1ccc(O)cc1)NC1CCCC1	i	i	i	2	i	-3	i	-1	-3	i	i
CCS(=O)(=O)N1CCCC(c2nc(-c3cccc(OC)c3)no2)C1 (stereo not given)	i	i	i	15	i	0	i	0	-11	i	i
NS(=O)(=O)c1ccc(CCNC(=O)CNC(=O)c2ccc(Oc3ccccc3)cc2)cc1	i	i	i	7	i	nt	i	2	-8	i	i
Cc1ccc(CNC(=O)CNC(=S)N(Cc2ccccc2)Cc2cccnc2)cc1	i	i	i	-16	i	3	i	-6	-22	i	i
CCOc1cc(C(=O)Nc2ccccc2N2CCN(S(C)(=O)=O)CC2)cc(OCC)c1OCC	i	i	i	8	i	1	i	-2	-10	i	i
